Screening data (PubChem BioAssay)
IL-2 act – qHTS of IL-2 Activators | IL-2 activation reporter assay, cell-based qHTS; stimulated with anti-CD3/CD4/CD28 beads; in transgenic mouse T cells | activation, % (series mostly up to about 46 µM) | 360,000 tested, 0.065% active; in the data active = activation above about 50%; inconclusive = mostly about 30% to 49%; note: 0% is about no effect
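Screening format: compound pinned onto unstimulated transgenic mouse T cells, 60 min incubation, then anti-CD3/anti-CD4/anti-CD28 bead stimulation for 18 hours at 37 degrees C, followed by EGFP and DsRed detection.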
CCT modulator – High-Throughput Screening for Modulators of Cytosolic Chaperonin Activity. activity change, % (test concentration not listed), hits read low. purified chaperonin ATPase assay, HTRF ADP detection, 30 min. 360,000 tested, 0.3% active; in the data active = activity change below about -30%; note: % is set by controls: 0 for no effect and ±100 for the full control effect
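Nucleotide hydrolysis assay: TRiC at 20–40 nM final (set by batch activity) with 10 uM ATP, 30 min at 37 °C, in presence of 76 uM compound. Detection by competitive ADP HTRF, 30 min ambient.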
EPAC1 antag – qHTS for Antagonist of cAMP-regulated guanine nucleotide exchange factor 3 (EPAC1): primary screen; Rap guanine nucleotide exchange factor 3 (Homo sapiens), O95398; EPAC1 GEF assay, Rap1b-BODIPY-GDP exchange fluorescence; Potency, µM (titrated, usually from 115 µM), inactives show at the highest dose activity change, negative = inhibition, actives largely listed as inhibitors; 360,000 tested, 0.14% active;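 note: potency is the fitted concentration of half-maximal effect; plate controls were vehicle for no effect and positive control for full effect; nearly all actives have a fitted effect of over 50% in size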
Target sequence (O95398 whole entry, looked up): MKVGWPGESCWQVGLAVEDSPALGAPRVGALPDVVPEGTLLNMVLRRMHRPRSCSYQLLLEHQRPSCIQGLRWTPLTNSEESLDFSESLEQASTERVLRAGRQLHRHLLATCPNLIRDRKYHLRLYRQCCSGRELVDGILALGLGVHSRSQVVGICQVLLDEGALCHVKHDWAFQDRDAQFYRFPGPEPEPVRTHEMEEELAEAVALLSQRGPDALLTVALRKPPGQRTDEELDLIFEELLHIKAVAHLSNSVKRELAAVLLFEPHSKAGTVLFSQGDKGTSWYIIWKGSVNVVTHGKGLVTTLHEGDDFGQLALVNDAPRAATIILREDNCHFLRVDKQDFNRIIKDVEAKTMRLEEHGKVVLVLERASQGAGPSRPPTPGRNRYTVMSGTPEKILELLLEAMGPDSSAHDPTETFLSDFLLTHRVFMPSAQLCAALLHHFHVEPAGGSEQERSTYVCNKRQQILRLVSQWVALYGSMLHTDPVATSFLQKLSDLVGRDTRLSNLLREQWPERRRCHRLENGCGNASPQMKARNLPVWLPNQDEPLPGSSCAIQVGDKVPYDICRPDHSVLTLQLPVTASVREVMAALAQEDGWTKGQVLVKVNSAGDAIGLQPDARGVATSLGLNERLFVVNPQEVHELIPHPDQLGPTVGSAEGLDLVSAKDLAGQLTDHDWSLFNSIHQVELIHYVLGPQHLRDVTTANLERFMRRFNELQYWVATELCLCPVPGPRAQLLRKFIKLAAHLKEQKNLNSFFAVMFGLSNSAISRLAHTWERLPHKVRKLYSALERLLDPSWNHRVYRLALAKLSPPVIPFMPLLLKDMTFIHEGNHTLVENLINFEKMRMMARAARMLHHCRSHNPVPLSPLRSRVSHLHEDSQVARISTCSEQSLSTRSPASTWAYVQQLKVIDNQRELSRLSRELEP
PI5P4K alpha inh – qHTS for Inhibitors of phosphatidylinositol 5-phosphate 4-kinase (PI5P4K). 330,000 tested, 1.2% active. max response, %. PI5P4Kalpha enzyme, ADP-Glo luminescence, 60 min; stronger effect = lower value; active = max response of -50% or lower; inconclusive = between -30% and -50%; inactive = -30% or higher; note: value at the top dose of about 77 µM; % is set by controls: 0 for no effect and ±100 for the full control effect
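Reactions run in 0.038 M HEPES pH 7.4, 0.28 mM EGTA, 0.1% CHAPS and 5% DMSO, with PI5P4Kalpha, substrate, compound and 5 microM ATP final, one hour at room temperature. Readout is ADP-Glo luminescence.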
WRN inhibitor – qHTS for Inhibitors of WRN Helicase; Bifunctional 3'-5' exonuclease/ATP-dependent helicase WRN (Homo sapiens), Q14191; WRN helicase unwinding, fluorescent forked duplex, kinetic; Potency, µM (highest dose often 114 µM), for the others: at the highest dose activity change, negative = inhibition, hits mostly inhibitors; 360,000 tested, 0.46% active; note: potency is the fitted concentration of half-maximal effect; % is set by controls: 0 for no effect and ±100 for the full control effect; nearly all actives have a fitted effect of over 55% in size
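Kinetic red-fluorescence monitoring (525/598 nm) tracks WRN helicase activity after 100 nM fluorophore-quencher forked duplex and 2 mM ATP are added to 20 nM enzyme pretreated 15 min at room temperature with compound.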
PLK1 PBD inh – qHTS for Inhibitors of PLK1-PDB (polo-like kinase 1 - polo-box domain): Primary Screen | Serine/threonine-protein kinase PLK1 (Homo sapiens), P53350 | Plk1 PBD binding of FITC phosphopeptide, fluorescence polarization | Potency, µM, inactives show max response, negative = inhibition, usual class: inhibitors | 360,000 tested, 2.8% active | AID 720504, 2013; note: potency is the fitted concentration of half-maximal effect; series mostly up to about 57 µM; % is set by controls: 0 for no effect and ±100 for the full control effect; nearly all actives have a fitted effect of over 65% in size
EPAC2 ag – qHTS for Agonist of cAMP-regulated guanine nucleotide exchange factor 4 (EPAC2): primary screen. Rap guanine nucleotide exchange factor 4 (Homo sapiens), Q8WZA2. 360,000 tested, 0.079% active. AID 720711, 2013. Potency, µM (series often up to 154 µM), without a hit: top-dose activation, actives largely listed as activators. EPAC2 activation, biochemical qHTS; response scale: 100% = 6.5 mM cAMP response; note: potency is the fitted concentration of half-maximal effect; nearly all actives have a fitted effect of over 50% in size
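Each well held 100 nM EPAC2, 250 nM RAP1B-BODIPY-GDP and 50 uM GDP. Fluorescence, read at 5-min intervals to 30 min, was referenced to a 6.5 mM cAMP positive control.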
EPAC1 agonist – qHTS for Agonist of cAMP-regulated guanine nucleotide exchange factor 3 (EPAC1): primary screen | Rap guanine nucleotide exchange factor 3 (Homo sapiens), O95398 | 360,000 tested, 0.073% active | EPAC1 agonist qHTS, biochemical assay; response scale: 100% = response to 6.5 mM cAMP | Potency, µM (top dose mostly 154 µM), inactives show at the highest dose activation, hits mostly activators; note: potency is the fitted concentration of half-maximal effect; nearly all actives have a fitted effect of over 60% in size
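Normalized to 6.5 mM cAMP, activity reflects EPAC1-catalysed release of BODIPY-GDP from Rap1B, followed kinetically over 30 min at 480 nm excitation, 540 nm emission. Reaction contained 100 nM EPAC1, 250 nM Rap1B-BODIPY-GDP, 50 uM GDP.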
Numbers without * were called inactive. Unless noted, calls come from the whole dose curve; as a rule, active = well fitted curve in the direction sought with a large enough effect; inconclusive = small, poorly fitted or top-dose-only effect, or another doubt; inactive = no such curve, though single readings can be large; an effect the other way counts as inactive or inconclusive. The list is partial; rates above refer to the full screens.

`CCC(NC(=O)N(Cc1ccccc1)Cc1ccc2c(c1)OCO2)(C(F)(F)F)C(F)(F)F` gave IL-2 act -3.5, CCT modulator -1.9, EPAC1 antag -14.0%, PI5P4K alpha inh 3.0, WRN inhibitor 4.7%, PLK1 PBD inh -7.8%, EPAC2 ag 11.7% and EPAC1 agonist 11.4%.
COc1cc(-c2nc3n(n2)C(c2ccc(F)cc2)C2=C(CCCC2=O)N3)cc(OC)c1OC (centres undefined) was read as IL-2 act -0.1, CCT modulator -6.8, EPAC1 antag inconclusive, WRN inhibitor -2.7%, PLK1 PBD inh -0.5%, EPAC2 ag 2.2% and EPAC1 agonist 0.0%.
Screening O=C(/C=C/c1ccccc1Cl)Nc1ccc(S(=O)(=O)Nc2ncccn2)cc1 returned IL-2 act 1.3, CCT modulator 1.8, EPAC1 antag -4.9%, PI5P4K alpha inh 0.8, WRN inhibitor -6.6%, PLK1 PBD inh -7.8%, EPAC2 ag 6.4% and EPAC1 agonist 11.0%.
O=C(NCC1CCN(S(=O)(=O)c2ccccc2)CC1)Nc1ccccc1 was read as IL-2 act 0.6, CCT modulator 2.0, EPAC1 antag 1.0%, PI5P4K alpha inh -0.3, WRN inhibitor 6.6%, PLK1 PBD inh -11.8%, EPAC2 ag 6.0% and EPAC1 agonist 4.2%.
Screening N#Cc1ccc(-c2ccc(OCC(=O)Nc3cccnc3)cc2)cc1 returned IL-2 act -3.3, CCT modulator -0.2, EPAC1 antag 8.0%, PI5P4K alpha inh 0.9, WRN inhibitor -33.8%, PLK1 PBD inh -7.6%, EPAC2 ag 4.0% and EPAC1 agonist 12.3%.
For COc1ccccc1-c1cc(C2CC2)nc(N)c1C#N the results were IL-2 act -4.1, CCT modulator -2.6, EPAC1 antag -0.5%, WRN inhibitor 1.2%, PLK1 PBD inh 2.7%, EPAC2 ag 11.6% and EPAC1 agonist 6.0%.
Screening Nc1cccc(N=[N+]([O-])c2cccc(N)c2)c1 returned IL-2 act -0.5, CCT modulator -0.8, EPAC1 antag 7.9%, PI5P4K alpha inh -1.8, WRN inhibitor 2.7%, PLK1 PBD inh 9.4%, EPAC2 ag 2.9% and EPAC1 agonist 1.5%.
For CC(C)Oc1ccc(C(=O)Nc2ccccc2N2CCCC2)cc1 the results were IL-2 act -0.2, CCT modulator -1.1, EPAC1 antag -16.9%, PI5P4K alpha inh -4.4, WRN inhibitor 7.8%, PLK1 PBD inh 26.7µM*, EPAC2 ag 7.5% and EPAC1 agonist 7.5%.
Screening CN1/C(=C\C(=O)c2ccco2)C(C)(C)c2ccccc21 returned IL-2 act -0.7, CCT modulator 0.6, EPAC1 antag 10.4%, WRN inhibitor inconclusive, PLK1 PBD inh 4.6%, EPAC2 ag 11.5% and EPAC1 agonist 0.3%.
For COc1cccc(-c2nc(CS(=O)(=O)CC(=O)Nc3cc(C)ccc3C)c(C)o2)c1 the results were IL-2 act -2.6, CCT modulator 0.6, EPAC1 antag -4.4%, PI5P4K alpha inh -9.1, WRN inhibitor 2.9%, PLK1 PBD inh -4.0%, EPAC2 ag -3.6% and EPAC1 agonist -15.9%.
`O=C(CN1CCOCC1)Nc1cc(Cl)ccc1Cl` gave IL-2 act 0.1, CCT modulator -0.4, EPAC1 antag -0.3%, WRN inhibitor -1.8%, PLK1 PBD inh 0.4%, EPAC2 ag 1.9% and EPAC1 agonist 17.5%.
Screening Cc1ccc(-n2ncc3c2CC(C)(C)CC3NC(=O)CCN2CCCO2)cc1 (centres undefined) returned IL-2 act 1.2, CCT modulator -0.7, EPAC1 antag -7.2%, PI5P4K alpha inh -0.7, WRN inhibitor -9.5%, PLK1 PBD inh -5.2%, EPAC2 ag -1.5% and EPAC1 agonist -2.6%.
`CCc1cccc2c(C#N)cn(CC(=O)NCCOC)c12` gave IL-2 act -2.2, CCT modulator -3.6, EPAC1 antag -3.6%, PI5P4K alpha inh 0.7, WRN inhibitor -2.8%, PLK1 PBD inh -6.9%, EPAC2 ag -2.6% and EPAC1 agonist 6.7%.
CCCCCN1C(=O)/C(=C/c2c(N3CCc4ccccc4C3)nc3ccccn3c2=O)SC1=S was read as IL-2 act 7.9, CCT modulator 0.5, EPAC1 antag -7.8%, PI5P4K alpha inh -5.5, WRN inhibitor -0.7%, PLK1 PBD inh 5.5%, EPAC2 ag -12.6% and EPAC1 agonist -5.2%.
Screening Cc1c(NC(=O)C(C)OC(=O)c2cccc(S(=O)(=O)N3CCOCC3)c2)c(=O)n(-c2ccccc2)n1C (centres undefined) returned IL-2 act -0.6, CCT modulator 0.5, EPAC1 antag -11.6%, PI5P4K alpha inh 0.0, WRN inhibitor 0.2%, PLK1 PBD inh 3.9%, EPAC2 ag 4.9% and EPAC1 agonist 6.6%.
`Cn1nc(C(F)(F)F)c(-c2ccc(Br)cc2)c1NC(=O)Nc1ccc(F)cc1F` gave IL-2 act -1.3, CCT modulator -1.3, EPAC1 antag 1.7%, PI5P4K alpha inh 0.0, WRN inhibitor 1.5%, PLK1 PBD inh -7.5%, EPAC2 ag 3.9% and EPAC1 agonist 8.4%.
For CSc1ncnc2c1ncn2CCCNCc1ccco1 the results were IL-2 act 0.4, CCT modulator -2.3, EPAC1 antag 3.3%, PI5P4K alpha inh -8.0, WRN inhibitor -7.0%, PLK1 PBD inh -7.1%, EPAC2 ag 12.9% and EPAC1 agonist 7.7%.
Screening CSc1cccc(NC(=O)CN(C)S(=O)(=O)c2cnc[nH]2)c1 returned IL-2 act -0.7, CCT modulator -1.2, EPAC1 antag 4.2%, PI5P4K alpha inh -5.6, WRN inhibitor 4.6%, PLK1 PBD inh -16.2%, EPAC2 ag -2.6% and EPAC1 agonist -6.6%.
COCCN(CC(=O)Nc1cccc(C)c1C)C(=O)C1CCN(S(=O)(=O)c2ccccc2)CC1 was read as IL-2 act -1.9, CCT modulator -2.4, EPAC1 antag 2.1%, PI5P4K alpha inh -6.9, WRN inhibitor 5.7%, PLK1 PBD inh -3.6%, EPAC2 ag -4.9% and EPAC1 agonist 1.0%.
Screening Cc1nn2c(-c3cccc(NC(=O)CSc4nc5ccccc5o4)c3)nnc2c2ccccc12 returned IL-2 act -3.5, CCT modulator 2.3, EPAC1 antag 7.6%, PI5P4K alpha inh inconclusive, WRN inhibitor -21.9%, PLK1 PBD inh 23.8µM*, EPAC2 ag 3.8% and EPAC1 agonist -11.3%.
Fc1cccc(NC(=S)Nc2cccnc2)c1 was read as IL-2 act 3.3, CCT modulator -3.0, EPAC1 antag 10.9%, PI5P4K alpha inh -5.6, WRN inhibitor -12.3%, PLK1 PBD inh inconclusive, EPAC2 ag -1.0% and EPAC1 agonist -4.0%.
For O=C(Nc1ccc(O)cc1)N1CCOCC1 the results were IL-2 act -0.5, CCT modulator -1.8, EPAC1 antag 2.8%, PI5P4K alpha inh -4.8, WRN inhibitor 14.0%, PLK1 PBD inh 3.0%, EPAC2 ag -4.2% and EPAC1 agonist -2.9%.
Screening CCN(CCCNC(=O)c1nn(C)c2c1CS(=O)(=O)c1ccccc1-2)Cc1ccccc1 returned IL-2 act -1.5, CCT modulator -1.2, EPAC1 antag -23.3%, PI5P4K alpha inh 2.7, WRN inhibitor 4.7%, PLK1 PBD inh -11.4%, EPAC2 ag 0.6% and EPAC1 agonist 7.0%.
`CCn1cc(C(=O)O)c(=O)c2cc(F)c(N3CCN(C(=S)NC(=O)c4cccc(F)c4)CC3)cc21` gave IL-2 act 2.2, CCT modulator -4.5, EPAC1 antag 0.9%, PI5P4K alpha inh -5.8, WRN inhibitor -0.1%, PLK1 PBD inh -0.7%, EPAC2 ag -3.8% and EPAC1 agonist 5.2%.

Gathered by group: the compounds so far containing a Cl atom.
Screening O=C(/C=C/c1ccccc1Cl)Nc1ccc(S(=O)(=O)Nc2ncccn2)cc1 returned IL-2 act 1.3, CCT modulator 1.8, EPAC1 antag -4.9%, PI5P4K alpha inh 0.8, WRN inhibitor -6.6%, PLK1 PBD inh -7.8%, EPAC2 ag 6.4% and EPAC1 agonist 11.0%.
`O=C(CN1CCOCC1)Nc1cc(Cl)ccc1Cl` gave IL-2 act 0.1, CCT modulator -0.4, EPAC1 antag -0.3%, WRN inhibitor -1.8%, PLK1 PBD inh 0.4%, EPAC2 ag 1.9% and EPAC1 agonist 17.5%.

Next section
For CC(C)OCCCNC(=O)C1CCC(CNS(=O)(=O)c2ccc(Cl)cc2)CC1 (centres undefined) the results were IL-2 act -2.3, CCT modulator -0.3, EPAC1 antag inconclusive, PI5P4K alpha inh 6.3, WRN inhibitor -17.6%, PLK1 PBD inh -6.6%, EPAC2 ag -6.5% and EPAC1 agonist -4.9%.
O=C(c1cccnc1)c1cccnc1 was read as IL-2 act -4.0, CCT modulator -0.3, EPAC1 antag -4.3%, PI5P4K alpha inh -3.5, WRN inhibitor 6.7%, PLK1 PBD inh -9.1%, EPAC2 ag 12.9% and EPAC1 agonist -2.5%.
For Cc1nc2scc(-c3cccs3)c2c(=O)[nH]1 the results were IL-2 act -0.6, CCT modulator 0.5, EPAC1 antag 5.3%, WRN inhibitor 4.5%, PLK1 PBD inh inconclusive, EPAC2 ag 9.0% and EPAC1 agonist -1.4%.
Cc1sc2ncnc(SCC(=O)N3CCCCC3)c2c1C was read as IL-2 act -0.8, CCT modulator -1.5, EPAC1 antag -10.5%, PI5P4K alpha inh 0.2, WRN inhibitor -1.9%, PLK1 PBD inh -2.2%, EPAC2 ag 5.4% and EPAC1 agonist 3.5%.
CCC(C)c1ccc(NC(=O)C/C(C)=N/NC(=O)c2cnccn2)cc1 (centres undefined) was read as IL-2 act -0.6, CCT modulator -1.7, EPAC1 antag -2.7%, PI5P4K alpha inh -2.5, WRN inhibitor 11.4%, PLK1 PBD inh -7.7%, EPAC2 ag 4.8% and EPAC1 agonist 3.3%.
